From PubChem BioAssay
LDHA block = LDHA (human) enzyme inhibition; P00338; purified LDHA, NADH/diaphorase-resazurin fluorescence; active compounds read low; activity change, % (values are at about 110 or 230 µM); 480,000 tested, 0.15% active; in the data active means activity change below about -30%; inconclusive means mostly about -25% to -30%;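 further: plate controls were DMSO wells for no effect and wells without enzyme for full effect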
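Resorufin fluorescence (ex540/em590), read at 0 and 20 min after diaphorase/resazurin addition, reports the NADH left after a 5 min room-temperature reaction of 2 nM human LDH5 with 0.06 mM NADH and 0.2 mM pyruvate.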
* = called active by the depositor; ? = inconclusive. These rows are one share of the data; rates above refer to the full screens.

SMILES	LDHA block
C(#CCN1CCN(CC#CCOCc2ccccc2)CC1)COCc1ccccc1	0.1
Cc1ccc(NC(=O)CCc2ccc(C)s2)c(C)c1	8.2
Cc1ccc(C(=O)c2ccccc2C(=O)OCc2ccc(C#N)cc2)cc1	3.4
CCCCc1nn2cc(-c3ccccc3)nc2s1	7.2
Nc1ccc(C(=O)OC2CCCCC2)cc1	8.7
CCCNC(=O)NC(=O)COC(=O)c1ccc2nc(C)c(C)nc2c1	6.2
O=C(O)c1ccc2c(c1)OCCOCCOCCOCCO2	1.2
CC(=O)c1cccc(NC(=O)C(C)Sc2ccccc2Cl)c1 (centres undefined)	-0.8
Clc1ccccc1-c1noc(-c2ccco2)n1	5.4
N=C(N)COc1cc(Cl)ccc1Cl	-5.7
O=C(Nc1ccc2oc(-c3ccccc3)nc2c1)c1ccc(F)cc1	0.3
CCOc1ccc(C(=O)CCC(=O)OCC(=O)c2ccccc2Br)cc1	0.1

Five compounds out of the list above, sorted by the value under LDHA block, falling:
smiles | LDHA block
Cc1ccc(NC(=O)CCc2ccc(C)s2)c(C)c1 | 8.2
CCCCc1nn2cc(-c3ccccc3)nc2s1 | 7.2
Clc1ccccc1-c1noc(-c2ccco2)n1 | 5.4
O=C(O)c1ccc2c(c1)OCCOCCOCCOCCO2 | 1.2
CCOc1ccc(C(=O)CCC(=O)OCC(=O)c2ccccc2Br)cc1 | 0.1

The listing continues:
SMILES	LDHA block
CNC(=O)NC(=O)CN(C)Cc1ccc(C(C)C)cc1	-6.4
CC(=O)c1cccc(NC(=O)c2ccccc2SCc2cccs2)c1	5.4
CCOc1ccc(CNCc2cccs2)cc1OCC	-5.3
COc1ccc(-c2nc3c(c(SC(C)C(=O)Nc4ccc(C)cc4)n2)COC(C)(C)C3)cc1 (centres undefined)	7.1
Cc1nc(-c2c(Cl)cccc2Cl)sc1C(=O)N1CCCC(C(=O)O)C1 (centres undefined)	11.7
COCCn1c(=O)c2c(nc(-n3nc(C)c(C)c3C)n2Cc2ccc(F)cc2)n(C)c1=O	-5.9
CCCNc1nc2ccccc2nc1C(C#N)S(=O)(=O)c1ccc(Cl)cc1 (centres undefined)	0.2
C/C(=N\O)c1cccs1	6.7
Nc1cccc(/C=C/C(=O)c2ccccc2)c1	-1.1
CCOc1ccc(N2C(=O)c3ccccc3NC23CCCCC3)cc1	-21.7
CC(Sc1nnc(-c2ccccc2F)n1C(C)C)C(=O)Nc1nccs1 (centres undefined)	8.3
CC(=O)Nc1c(C)noc1/C=C\c1ccc(S(=O)(=O)Nc2ccc(C)cc2)cc1	-8.8
Cc1nc(-c2cc3ccc(OCC(=O)NC4CC4)cc3oc2=O)cs1	-2.9
COc1cccc(NC(=O)COc2ccc3c(=O)c(Oc4ccc(F)cc4)coc3c2)c1	-9.6
CCN1CCN(C(=O)Cn2cnc3c2c(=O)n(C)c(=O)n3C)CC1	-14.0
Cc1cc(C(C)(C)C)cc(C)c1CCNC(=O)c1ccc(NC(=O)CC#N)cc1	-10.3
COCCn1c(CSCc2ccc(Cl)cc2Cl)n[nH]c1=S	3.5
N#CC(C(=O)CCc1ccccc1)C(=O)NCc1ccccc1 (centres undefined)	-11.0
Cc1ccc(NS(=O)(=O)c2cccc(Cl)c2Cl)cc1S(=O)(=O)N1CCOCC1	2.5
CCn1nc(C(=O)OCc2ccc3cc(OC)ccc3c2)c2ccccc2c1=O	-1.7
CCc1cc(CC)n(-c2nc3c(c(=O)n(Cc4ccc(F)cc4)c(=O)n3C)n2C)n1	-5.4
Cc1ccc(CN(C(=O)CCc2c[nH]c3ccccc23)C(C)C)o1	11.1
CCc1ccc(N2C=C(C(=O)OC)C(c3cccc4ccccc34)C(C#N)=C2N)cc1 (centres undefined)	6.3
Cc1nc(NCc2ccco2)sc1C(=O)NCC(C)C	0.8
Cc1[nH]c(C)c(S(=O)(=O)NCc2ccc(Cl)cc2)c1C(=O)N1CCCCC1	0.3
O=C(OC1CC2CC1[C@H]1CCCCN1C2=O)N1CCC(c2ccccc2)CC1 (some centres undefined)	-2.1
CCC(CC)C(C(=O)NCc1ccccc1)N1CCN(c2cccc(C)c2C)CC1 (centres undefined)	-4.1
COc1ccc(C2CCCN2CC(=O)N(C)Cc2ccc(C)cc2)cc1 (centres undefined)	-4.7
CCOc1ccccc1C(=O)Oc1ccc(OC)cc1	2.7
COc1cccc(-c2n[nH]c(=O)c3c2C(c2cccc(F)c2)n2nnnc2N3)c1 (centres undefined)	15.6
CC(=O)c1ccc(N2CCN(C(=O)c3cn(-c4ccccc4)nc3-c3cccnc3)CC2)cc1	1.2
CS(=O)(=O)/C=C/c1nc(Nc2cc(F)cc(F)c2)c2ncn(CC(F)F)c2n1	-7.3
CC(C)c1ccc2sc3ccccc3c(=O)c2c1	5.1
CCCCCOc1ccc(/C=C2\CCC(C3CCCC3)C2=O)cc1 (centres undefined)	-0.4
Cc1cnc2c(S(=O)(=O)NCCCOC(C)C)cccc2c1	-0.5
O=C1CCCc2nccc(-c3ccc(Cl)cc3)c21	0.6
CCN(CC)S(=O)(=O)c1cccc(NCc2ccccc2C#N)c1	9.4
CCCn1nc(C(=O)OCc2nc(-c3cccc(OC)c3)no2)c2ccccc2c1=O	-12.0
CCCCOCCCNC(=O)C[C@@H]1C[C@@]2(C(=O)OC)CCCCC=C2N(Cc2cccc3ccccc23)C1=O	2.0
O=C(O)c1ccc(Nc2nc(-c3ccc(Cl)cc3)cs2)cc1O	20.3
CCC1CCC(NC(=S)NCc2ccc(F)cc2)CC1 (centres undefined)	0.8
COc1ccc(CNc2nc(NCc3ccc(OC)cc3)n(S(=O)(=O)c3ccc(C)cc3)n2)cc1	-7.9
Cc1ccc(C(=O)/C=C/c2sccc2C)cc1	-1.4
Cn1ccnc1SCC(=O)NC1(C#N)CCCCCC1	-0.5
COc1ccc(C(=O)/C=C/c2ccc(Br)cc2)cc1CSCC(=O)O	7.9
Cc1ccc2nc(N3C(=O)C(O)=C(C(=O)c4ccco4)C3c3ccc(O)cc3)sc2c1 (centres undefined)	1.1
Cc1ccc(CS(=O)Cc2ccc(Cl)cc2)cc1 (centres undefined)	2.3
Cc1ccc(NC(=O)Cn2c(=O)c3c(C)cc(C)nc3n(-c3ccccc3)c2=O)c(Cl)c1	1.7
Cc1ccccc1CNC(=O)Cn1cnc2c1c(=O)n(C)c(=O)n2C	4.0
CN(Cc1ccco1)C(=O)c1cc2cc(Br)ccc2[nH]1	-10.1
Cc1ccc2c(c1)C(C)(C)C1(/C=C/c3ccccc3F)NC(=O)CN21 (centres undefined)	4.3
Cc1cccc(C)c1OCC(=O)NCc1nncn1C	5.7
CNCc1cc(C)ccc1OC	4.0
O=C(O)c1cc(F)c(S(=O)(=O)N2CCN(S(=O)(=O)c3ccc4c(c3)OCCO4)CC2)cc1F	-6.1
CCn1c(CSc2n[nH]c(-c3ccccc3)n2)nc2cc(S(=O)(=O)N3CCOCC3)ccc21	8.9
CC(C)c1nnc2sc(-c3c[nH]c4ccccc34)nn12	8.7
Cn1ccnc1C(NC(=O)COc1ccccc1-c1ccccc1)c1ccc(F)cc1 (centres undefined)	6.9
Cc1cccc(-n2c3c(cc(C#N)c2=O)C(=O)CC(c2ccccc2)C3)c1 (centres undefined)	-0.6
COc1ccccc1C(NC(=O)CSc1c(Cl)cccc1Cl)c1nccn1C (centres undefined)	-1.5
CC(=O)N1CCN(c2ncnc3c2c(-c2ccccc2)cn3-c2cccc(C)c2)CC1	11.9
More compounds
SMILES	LDHA block
CCOc1ccc(Nc2oc(/C=C/c3ccccc3)nc2C#N)cc1	-4.5
CCc1ccc(C(=O)N(C)C)cc1	0.0
COc1cc([C@@H]2CC(=O)C3=C(C2)Nc2[nH][nH]c(=O)c2[C@H]3c2ccc(N(C)C)cc2)cc(OC)c1OC	-0.6
CC(O)c1ccc(-c2ccc(CNCc3cccnc3)o2)cc1 (centres undefined)	9.2
Cc1cccc(NC(=O)CN2CCN(C(=O)CCNC(=O)c3ccc(C(C)(C)C)cc3)CC2)c1C	4.4
Cc1c(-c2ccccc2)no[n+]1[O-]	-13.1
CCCn1c(C)cc(C(=O)CSc2nnc(COc3ccc(Cl)cc3)n2C)c1C	-2.4
Cc1ccc(S(C)(=O)=O)cc1NCc1c(F)cccc1Cl	4.6
O=C(c1[nH]c2ccccc2c1Cl)N(Cc1ccccc1)Cc1ccco1	3.5
CC1CCc2c(sc3ncnc(N4CCS(=O)CC4)c23)C1 (centres undefined)	12.8
CCN1CCN(CCOc2ccc3c(=O)c(-c4ccc(OC)cc4)coc3c2C)CC1	4.9
COc1ccc(C(=O)Nc2c(F)c(F)c(F)c(F)c2F)cc1OC	-10.3
Cc1cc(=O)oc2ccc(OCC(=O)Nc3ccc4c(c3)OCCO4)cc12	-2.8
Cn1c(=O)c2nc(SCC(=O)Nc3ccc(F)cc3)n(C)c2n(C)c1=O	-2.4
CCN(CC)C(=S)SCC(=O)NC(=O)NC1CCCC1	5.8
CCCCn1c(CCC(=O)O)nc2c1c(=O)[nH]c(=O)n2CCCC	-2.4
CSc1ncc(C(=O)Nc2ccc(Cl)cc2)c(C(F)(F)F)n1	1.3
Cc1ccccc1C(=O)Oc1ccc(OCc2ccccc2)cc1	2.8
O=C(CC1CCCC1)N(Cc1ccco1)C1CC1	-0.5
CN(Cc1ccccc1F)C(C(=O)NC1CC1)c1ccccc1 (centres undefined)	-4.3
COc1ccc(C(=O)N/C(=C\c2ccc(-c3cccc(C(F)(F)F)c3)o2)C(=O)NC(C)C)cc1	-1.8
CCCN1CCC(Nc2nc(-c3cccnc3)nc3ccccc23)CC1	-19.3
Cc1cccnc1NC(=O)COc1ccc2c(=O)c(Oc3ccccc3)c(C)oc2c1	1.9
Cc1nn(C)c(=O)c(-c2nc(-c3ccc(N(C)S(C)(=O)=O)cc3)cs2)c1C	-1.2
CC(C)CNC(=O)Cn1ccc2cc(Cl)ccc21	0.3
CC(C)C(NS(=O)(=O)c1ccccc1)c1cccs1 (centres undefined)	9.8
CCCNc1nc2ccccc2nc1C(=O)Nc1cccc(Cl)c1	6.8
O=C(N/N=C/c1ccsc1)c1cccc(C(F)(F)F)c1	3.2
COc1cccc2nc(-c3cccs3)nc(NN3C(=O)C=C(C)C3=O)c12	-0.8
CC(C)C(CNCc1ccccc1)N1CCCC1 (centres undefined)	-1.0
CC(=O)c1cccc(S(=O)(=O)Oc2ccc3c(C(F)(F)F)cc(=O)oc3c2)c1	-10.4
Cc1ccc(OCC(=O)N(C)CC(=O)Nc2c(C)cccc2C)c(Br)c1	6.2
O=C(OCc1nnnn1-c1ccccc1)C1(c2ccccc2)CCC1	-4.2
Cc1cc2oc(=O)cc(CN(C)CCOc3ccc(F)cc3)c2cc1C	-5.4
COc1ccc(C)cc1NC(=O)c1ccccc1OCC(N)=O	5.7
Cc1cc(C(=O)N2CCN(S(=O)(=O)c3ccccc3)CC2)c(C)n1Cc1ccccn1	5.5
CC(NC(=O)CCc1ncc(-c2ccc(F)cc2)o1)c1ccc2c(c1)NC(=O)CO2 (centres undefined)	-17.6
COc1ccc(OC)c(NC(=O)COC(=O)c2cc(C)nc3ccccc23)c1	-0.1
COc1cccc(CCC(=O)Nc2nc(C)c(C)s2)c1OC	12.2
CCCCN(C(=O)c1cccnc1OCC)c1c(N)n(Cc2ccccc2)c(=O)[nH]c1=O	5.2
NC(=O)NC(=O)CSc1ncnc2ccccc12	4.2
CC(C)N1CCC(NC(=O)c2ccc(-c3ccccc3)cc2)CC1	2.5
Brc1ccccc1CSc1nnc(-c2cccnc2)o1	8.6
COc1ccccc1CNC(=O)c1ccccc1C(=O)c1cccs1	?
O=C1Nc2ccccc2N(C(=O)c2c(F)cccc2F)C1c1nc2ccccc2[nH]1 (centres undefined)	2.5
CCC(CC)C(CNC(=O)c1cc(Br)ccc1F)N1CCOCC1 (centres undefined)	-1.6
COc1ccc(-c2coc3cc(OCc4ccccc4C)ccc3c2=O)cc1	0.0
COc1cccc(-c2cc(=O)[nH]c(Nc3nc(C)c4ccccc4n3)n2)c1	-1.0
CN1CCN(C(=O)c2cc(-c3ccccn3)nc3ccccc23)CC1	6.9
CCOc1ccc(CNCc2cccs2)cc1OC	-0.5
O=C(CCNC(=O)N1CCN(C(=O)c2cc3ccccc3[nH]2)CC1)NCc1ccccn1	0.4
CCCOc1c(Br)cc(/C=C(/C#N)C(=O)OCC)cc1OC	4.8
O=C(/C=C/c1ccc(Cl)cc1)c1ccc(Oc2ccccc2)cc1	-2.9
Cn1c(CC2CCS(=O)(=O)C2)nnc1SCC(=O)Nc1ccc(Oc2ccccc2)cc1 (centres undefined)	-14.1
O=C(Nc1ccc(Cl)cc1C(F)(F)F)c1ccc(F)cc1	2.2
Cc1ccc(C(=O)NCC(=O)N(C)CC(=O)Nc2ccc(Cl)cc2)s1	3.9
COc1ccc(Cn2c3c(c(=O)[nH]c2=O)CN(Cc2ccccc2)CN3)cc1	3.2
CC(C)(C)c1ccccc1NC(=O)COC(=O)c1ccc2ccccc2n1	8.4
Cc1ccc(Oc2ncnc3c2cnn3-c2ccccc2)cc1	6.9
CC(C)CN1CCN(CCN(C)Cc2ccccc2)CC1	-1.4
Cc1c(C(=O)NC2=NCCS2)sc2cccc(F)c12	3.9
CC1CCC(NC(=O)CCCc2ccccc2)CC1 (centres undefined)	5.0
CC(=O)Nc1ccc(Nc2cc(C)nc3c(-c4ccc(C)cc4)c(C)nn23)cc1	-5.0

Laid out differently: four of the compounds above
Cc1ccccc1C(=O)Oc1ccc(OCc2ccccc2)cc1
  LDHA block: 2.8
O=C(CC1CCCC1)N(Cc1ccco1)C1CC1
  LDHA block: -0.5
CN(Cc1ccccc1F)C(C(=O)NC1CC1)c1ccccc1 (centres undefined)
  LDHA block: -4.3
COc1ccc(C(=O)N/C(=C\c2ccc(-c3cccc(C(F)(F)F)c3)o2)C(=O)NC(C)C)cc1
  LDHA block: -1.8
